# SIRT5 block: SIRT5 desuccinylase inhibitors, primary screen, biochemical, fluorescence imaging, single point, set 5 | NAD-dependent protein deacylase sirtuin-5, mitochondrial (Homo sapiens), Q9NXA8 | Purified SirT5, succinyl-peptide AMC, trypsin-coupled fluorescence | inhibition, % at 15 µM | actives 1.1% (n = 330,000); in the data active = inhibition above about 15%
# Target sequence (Q9NXA8 whole entry, looked up): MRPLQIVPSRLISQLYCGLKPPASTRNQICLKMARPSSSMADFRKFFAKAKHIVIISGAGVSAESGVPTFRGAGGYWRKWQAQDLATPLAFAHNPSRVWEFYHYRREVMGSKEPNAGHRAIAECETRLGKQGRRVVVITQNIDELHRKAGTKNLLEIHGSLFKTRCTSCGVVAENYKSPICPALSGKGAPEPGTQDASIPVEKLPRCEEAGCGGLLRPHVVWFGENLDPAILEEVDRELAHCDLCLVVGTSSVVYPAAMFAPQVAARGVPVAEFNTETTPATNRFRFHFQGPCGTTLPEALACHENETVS
# Cneo AK release: Cryptococcus neoformans cell lysis inducers, primary screen, AK release luminescence, single concentration; actives 0.2% (n = 360,000); C. neoformans lysis, adenylate kinase release luminescence, 4 h; normalised: neutral wells 0, clomiphene wells 100; lysis activity, % at 15 µM;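 active = mean lysis activity across replicates of at least 80%, whatever share of replicates individually reach that level; inactive = mean lysis activity below 80%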
#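 Test system: log-phase Cryptococcus neoformans yeast cells. Input: 5 × 10^6 yeast cells/mL. Medium: fresh YPD growth medium. Doses: single dose. Incubation: static 4 h at 37 °C with compound, 1 h detection. Measured by: luminescent adenylate kinase detection reagent. Read-out: signal increase indicating cell lysis. Benchmarks: Clomiphene.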
# C2C12 statin: suppressors of statin myotoxicity in C2C12 myotubes, primary screen, cell-based, single point, plate reader; C2C12 myotubes + simvastatin, ATP luminescence, 48 h; scaled: DMSO 0, geranylgeraniol control 100; rescue of ATP level, % at 7.49 µM; actives 0.78% (n = 330,000); AID 602340, 2012;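 active = mean ATP rescue above about 67%, or every replicate alone reaching that limit, limit read from the data, passing the limit was not always enough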;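 also: myotubes were challenged with 10 µM simvastatin during compound exposure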
# miR-122 sensor: miR-122 Renilla sensor signal increase in Huh7, primary screen, miR-122 inhibitor project, cell-based, single point, plate reader; Huh7 miR-122 Renilla luciferase sensor, 48 h; neutral wells = 0, positive control = 100; activation (reporter increase), % at 12.5 µM; actives 0.3% (n = 340,000); AID 602342, 2012;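 active = mean replicate activation score at least 90 and every replicate individually at or above 90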;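 also: higher luciferase means less miR-122 activity so hits act as miR-122 inhibitors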
# ERp5 inh: inhibitors of ERp5-driven insulin aggregation, primary screen, biochemical, turbidity, absorbance 650 nm, single point; Protein disulfide-isomerase A6 (Homo sapiens), Q15084; 90 min; inhibition, % at 9.99 µM; actives 0.05% (n = 350,000);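 active = mean replicate inhibition above about 25%, with every replicate also reaching it, limit read from the data, passing the limit was not always enough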
# Target sequence (Q15084 whole entry, looked up): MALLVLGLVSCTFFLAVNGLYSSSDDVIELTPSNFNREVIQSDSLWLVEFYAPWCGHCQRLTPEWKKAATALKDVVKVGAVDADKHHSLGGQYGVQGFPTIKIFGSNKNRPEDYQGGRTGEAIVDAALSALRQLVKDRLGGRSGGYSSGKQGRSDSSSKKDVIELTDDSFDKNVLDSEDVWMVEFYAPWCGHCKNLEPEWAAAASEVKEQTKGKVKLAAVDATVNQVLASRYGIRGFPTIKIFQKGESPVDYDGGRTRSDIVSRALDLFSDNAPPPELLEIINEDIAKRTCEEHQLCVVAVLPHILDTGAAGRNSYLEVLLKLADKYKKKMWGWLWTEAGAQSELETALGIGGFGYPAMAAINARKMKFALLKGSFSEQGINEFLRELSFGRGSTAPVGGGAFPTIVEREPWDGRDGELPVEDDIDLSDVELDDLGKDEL
# ARNT TACC3 PPI: disruptors of ARNT/TACC3 protein interaction, primary screen, biochemical, AlphaScreen, single concentration. inhibition, % at 9.99 µM. actives 0.66% (n = 390,000). AID 623870, 2012. Transforming acidic coiled-coil-containing protein 3 (Homo sapiens), Q9Y6A5. AlphaScreen His-ARNT PAS-B/GST-TACC3 binding, luminescence; TACC3 fragment carries E629A point mutation;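 active = mean inhibition of replicates at least 50% and at least half of replicates each reaching 50%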;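 also: 0% = complete ARNT plus TACC3 wells and 100% = ARNT alone without TACC3; many hits fall short of the cut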
# esBAF inh: Bmi1 luciferase reporter increase in mESCs, primary screen, esBAF inhibitor project, mouse ES cells, Bmi1 luciferase knock-in, single point; 24 h; 100% = twice the neutral-well signal; reporter increase, % at 12.5 µM; actives 2% (n = 350,000); AID 602393, 2012; in the data active = activation above about 40%;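 also: 0% = median of the plate's neutral control wells and 100% = double that signal; a rise in the Bmi1 reporter signal indicates esBAF inhibition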
# Numbers without * were called inactive; nt = not tested or not shown; [ ] = another dose, or the depositor's remark.
[1] CN(C(=O)c1cccc(C#N)c1)c1nnc(-c2cnccn2)s1
[2] Cc1noc(C)c1CS(=O)(=O)Cc1ccc(Cl)cc1
[3] C[C@H](CO)N1C[C@H](C)[C@H](CN(C)C(=O)Nc2ccc3c(c2)OCO3)Oc2c(NS(=O)(=O)c3ccc(F)cc3)cccc2C1=O
[4] NC(=O)c1ccc(NC(=O)CCCN2C(=O)c3ccccc3C2=O)cc1
[5] C[C@@H]1CN([C@H](C)CO)C(=O)c2cc(C#CC3CCCCC3)cnc2O[C@H]1CN(C)Cc1ccncc1
[6] Cc1[nH]c(C)c(C(=O)/C=C/c2ccc([N+](=O)[O-])cc2)c1C
[7] CN(C)CC#Cc1ccc([C@@H]2[C@H](CO)N3CCCCN(C(=O)C4CCC4)C[C@@H]23)cc1
[8] Cc1ccc(NC(=S)N2CCN(CCN3C(=O)c4cccc5cccc(c45)C3=O)CC2)cc1

Assay by compound	1	2	3	4	5	6	7	8
miR-122 sensor	-2	0	-9[16.7 µM]	-22	17[16.7 µM]	-1	3[16.7 µM]	33
ERp5 inh	-8	4	-9	nt	1	2	4	nt
esBAF inh	1	nt	-4	6	nt	11	1	-13
ARNT TACC3 PPI	3	nt	2	4	7	0	-1	-3
SIRT5 block	-3	3	-4	nt	-6	-4	-2	nt
C2C12 statin	-7	nt	-22	nt	37	8	-20	5
Cneo AK release	0	nt	-9	-1	-1	1	2	1

[9] Cc1cc(C)cc(-n2c(C)cc(/C=C3\C(=N)N4N=C(CC(C)C)SC4=NC3=O)c2C)c1
[10] NNc1ccccc1C(F)(F)F
[11] O=C(CNC(=O)c1ccc2c(c1)OCCO2)N/N=C/c1ccco1
[12] COC(=O)CSc1nnc(SCc2ccccc2)s1
[13] Cc1cccc(NC(=O)c2cccc3c2-c2ccccc2C3=O)n1
[14] NC(=O)c1ccc[n+](Cc2ccccc2)c1
[15] CCO[C@@H]1OC(C(=O)N2CCN(Cc3ccc4c(c3)OCO4)CC2)=C[C@H](c2ccc(Br)cc2)[C@H]1CCCO
[16] C[C@H]1CN([C@@H](C)CO)C(=O)Cc2cc(NS(=O)(=O)c3cccs3)ccc2O[C@H]1CN(C)C(=O)Nc1ccccc1

Assay by compound	9	10	11	12	13	14	15	16
miR-122 sensor	nt	nt	nt	1	-12	-6	-9	-2[16.7 µM]
ERp5 inh	-4	2	5	nt	-1	nt	0	19
esBAF inh	nt	nt	nt	-19	0	nt	6	-2
ARNT TACC3 PPI	-4	2	-5	-6	-1	-4	-8	1
SIRT5 block	-1	0	1	nt	-3	nt	nt	-1
C2C12 statin	nt	nt	nt	0	13	nt	-15	-8
Cneo AK release	nt	nt	nt	nt	-3	0	-3	0

[17] O=C(CN1CCCc2ccccc21)NC(=O)NCc1ccccc1
[18] COc1ccccc1NC(=O)Nc1nc(C(N)CC(C)C)cs1 (stereo not drawn)
[19] CC(=O)NCCC(=O)Nc1nc(-c2ccc3ccccc3c2)cs1
[20] NS(=O)(=O)c1cccc(-n2cnnn2)c1
[21] O=S(=O)(c1ccc(F)cc1)N1CCN(S(=O)(=O)c2ccc3c(c2)OCCO3)CC1
[22] Cc1c(Cl)cccc1NC(=O)CSc1sc2c(O)cc(=O)[nH]c2c1C#N
[23] O=C(O)C[C@H]1C=C[C@H](NC(=O)Nc2ccccc2)[C@@H](CO)O1
[24] CO[C@@H]1CN(C)C(=O)c2cc(NC(=O)c3ccc(Oc4ccccc4)cc3)ccc2OC[C@H](C)NC[C@H]1C

Assay by compound	17	18	19	20	21	22	23	24
miR-122 sensor	16	-5	3	-1	-7	nt	nt	nt
ERp5 inh	-2	-1	1	-8	-2	5	-3	-1
esBAF inh	nt	-4	26	0	-2	3	3	-11
ARNT TACC3 PPI	7	nt	-3	-3	-4	-12	-1	3
SIRT5 block	2	nt	-1	1	nt	6	1	100*
C2C12 statin	nt	0	13	0	-23	35	9	-180
Cneo AK release	2	0	1	-6	0	-3	-5	-1

[25] CO[C@H]1CC[C@@H]2CCOc3c(C#N)cccc3C(=O)N(C)C[C@@H](OC)[C@@H](C)C(=O)N(C)C[C@H]1O2
[26] COCCOC(=O)c1c(C)oc2ccc(OC(=O)c3cccs3)cc12
[27] C[C@@H]1CN([C@H](C)CO)C(=O)Cc2cc(NC(=O)Cc3cn(C)c4ccccc34)ccc2O[C@@H]1CN(C)Cc1ccc(Cl)c(Cl)c1
[28] COc1ccc(CN(C)C[C@@H]2OCCCC[C@@H](C)Oc3ccc(NS(=O)(=O)c4cn(C)cn4)cc3C(=O)N([C@H](C)CO)C[C@H]2C)cc1
[29] C#CCOCCOCCOCCNc1nc(N2CCN(C(=O)[C@H]([C@@H](C)CC)n3cc([C@@H](N)CO)nn3)CC2)nc(N2CCN(C(=O)[C@H](CCCCN)n3cc([C@@H](N)C(C)CC)nn3)CC2)n1 (stereo partly drawn)
[30] O=C(Nc1ccc2ccccc2c1)c1ccc(Br)o1
[31] CCCc1cc(=O)n2[nH]c(NC(=O)c3ccco3)nc2n1
[32] CCc1cc(C(c2cccc(OC)c2)N2CCOCC2)c(NC(=O)c2ccccc2)s1 (stereo not drawn)

Assay by compound	25	26	27	28	29	30	31	32
miR-122 sensor	nt	7	20[16.7 µM]	1[16.7 µM]	nt	4	1	nt
ERp5 inh	8	nt	-1	4	-6	-4	2	-4
esBAF inh	1	13	0	-1	10	36	-13	8
ARNT TACC3 PPI	-2	-22	nt	3	27	-1	-7	5
SIRT5 block	-4	nt	-2	1	nt	-2	-2	-1
C2C12 statin	7	2	69*	nt	-4	4	7	14
Cneo AK release	2	-2	1	-4	15	-13	0	-3

[33] C[C@@H]1CN([C@H](C)CO)C(=O)c2cc(NC(=O)C3CCCCC3)ccc2O[C@@H](C)CCCCO[C@@H]1CN(C)C(=O)Nc1ccccc1
[34] C#CCn1cc(C=C2C(=O)c3ccccc3C2=O)c2ccccc21
[35] O=C(O)[C@@H](c1ccccc1)N1Cc2ccccc2C1=O
[36] C[C@H](CO)N1C[C@H](C)[C@H](CN(C)S(=O)(=O)c2cccs2)Oc2ccc(NC(=O)CCC(F)(F)F)cc2CC1=O
[37] CNS(=O)(=O)c1cccc2cccnc12
[38] CC(C)N(C(=O)[C@H]1CC(CC(=O)NCCC2=CCCCC2)C(=O)N2CCc3c([nH]c4ccccc34)[C@]12C)C(C)C (stereo partly drawn)
[39] COC(=O)C[C@@H]1C[C@H]2c3cc(NS(=O)(=O)c4ccc(OC)cc4)ccc3O[C@H]2[C@@H](CO)O1
[40] CCO[C@@H]1OC(C(N)=O)=C[C@H](C2CC2)[C@H]1CCCO

Assay by compound	33	34	35	36	37	38	39	40
miR-122 sensor	-2[16.7 µM]	nt	nt	10[16.7 µM]	4	-6	11[16.7 µM]	-4
ERp5 inh	5	3	-6	-3	nt	-1	nt	-6
esBAF inh	4	nt	2	0	9	3	-3	-7
ARNT TACC3 PPI	-2	5	33	1	-3	6	-7	-10
SIRT5 block	1	-1	-1	-3	nt	3	nt	nt
C2C12 statin	nt	nt	-7	-7	11	-1	-2	-1
Cneo AK release	54	nt	-4	-2	-2	0	0	1

# Individual results from above.
# Value of entry 37 under Cneo AK release: -2
# Value of entry 36 under miR-122 sensor: 10[16.7 µM]

# The results go on.
[41] COc1ccc(/C=C(/C#N)C(=O)Nc2ccc(C)cc2C)cc1C(=O)O
[42] C[C@@H]1CN([C@@H](C)CO)C(=O)c2cccc(NS(=O)(=O)c3cccs3)c2O[C@H]1CN(C)C(=O)Nc1ccc(C(F)(F)F)cc1
[43] CC(C)NS(=O)(=O)c1ccc(CCC(=O)N2CCc3ccccc3C2)cc1
[44] COc1cccc(C(=O)Nc2ccc3c(c2)C(=O)N(C)C[C@@H](OC)[C@@H](C)CN(C)[C@@H](C)CO3)c1
[45] COc1ccc(C(=O)COC(=O)CN2C(=O)c3ccccc3C2=O)c(OC)c1
[46] Cc1ccc(S(=O)(=O)N2CC3(O)CN(C(=O)OC(C)C)N(C(=O)OC(C)C)CC3(OC(=O)NCC3CCCCC3)C2)cc1 (stereo not drawn)
[47] O=C(CC1CCS(=O)(=O)C1)Nc1ccc[nH]c1=O (stereo not drawn)
[48] Cc1ccc(S(=O)(=O)NCC(=O)NCC(=O)N(C)Cc2ccc3ccccc3c2)cc1C

Assay by compound	41	42	43	44	45	46	47	48
miR-122 sensor	-1	0[16.7 µM]	15	25[16.7 µM]	nt	-13	-5	6
ERp5 inh	nt	-3	-2	8	-4	5	nt	-3
esBAF inh	-1	-11	6	1	-1	0	6	8
ARNT TACC3 PPI	-1	-3	0	-6	4	nt	32	7
SIRT5 block	nt	3	5	2	-3	1	nt	2
C2C12 statin	1	22	0	8	-6	6	-2	-146
Cneo AK release	-2	56	2	-2	-1	9	-1	2

# Compound profiles, as listed above. Screens in order: miR-122 sensor, ERp5 inh, esBAF inh, ARNT TACC3 PPI, SIRT5 block, C2C12 statin, Cneo AK release
# Listed for `Cc1ccc(S(=O)(=O)N2CC3(O)CN(C(=O)OC(C)C)N(C(=O)OC(C)C)CC3(OC(=O)NCC3CCCCC3)C2)cc1` (stereo not drawn) = -13, 5, 0, nt, 1, 6, 9
# Listed for `COc1cccc(C(=O)Nc2ccc3c(c2)C(=O)N(C)C[C@@H](OC)[C@@H](C)CN(C)[C@@H](C)CO3)c1` = 25[16.7 µM], 8, 1, -6, 2, 8, -2
# Listed for `C[C@@H]1CN([C@@H](C)CO)C(=O)c2cccc(NS(=O)(=O)c3cccs3)c2O[C@H]1CN(C)C(=O)Nc1ccc(C(F)(F)F)cc1` = 0[16.7 µM], -3, -11, -3, 3, 22, 56
# Listed for `Cc1ccc(S(=O)(=O)NCC(=O)NCC(=O)N(C)Cc2ccc3ccccc3c2)cc1C` = 6, -3, 8, 7, 2, -146, 2

# Further records.
[49] CC(=O)N(C)C[C@@H]1Oc2cc(C#Cc3cccnc3)ccc2S(=O)(=O)N([C@H](C)CO)C[C@@H]1C
[50] CCCC#Cc1ccc([C@@H]2[C@H]3CN(Cc4ccncc4)CCCCN3[C@H]2CO)cc1
[51] COc1ccc2cc(C3NC(=O)c4ccccc4N3)c(Cl)nc2c1 (stereo not drawn)
[52] CCOC(=O)c1ccc(NC(=O)COc2ccccc2CNC2CCCC2)cc1
[53] Cn1c(SCCCC(=O)c2ccc(F)cc2)nnc1-c1ccncc1
[54] C=CCC[C@H](Cc1ccc(F)cc1)C(=O)OC[C@H](Cc1c[nH]c2ccccc12)NC(=O)[C@@H](CC=C)CC(=O)N[C@@H](CO)Cc1ccccc1
[55] CN(C(=O)COC(=O)CNC(=O)c1ccc2ccccc2c1)c1c(N)n(Cc2ccccc2)c(=O)[nH]c1=O
[56] CCN(C(=O)CSc1nc2cc(Cl)ccc2c(=O)n1Cc1ccco1)C1CCS(=O)(=O)C1 (stereo not drawn)
[57] COc1ccc(CC(=O)O/N=C(\N)Cc2ccc(OC)c(OC)c2)cc1
[58] Cc1cccc(NC(=S)NCc2cccn2C)c1
[59] O=C(c1cccnc1)N1CCCCN2[C@H](CO)[C@H](c3ccc(C#Cc4cccnc4)cc3)[C@@H]2C1

Assay by compound	49	50	51	52	53	54	55	56	57	58	59
miR-122 sensor	-14[16.7 µM]	-7[16.7 µM]	nt	nt	-4	1	1	nt	16	-12	8[16.7 µM]
ERp5 inh	16	-1	1	3	nt	8	17	-5	-3	nt	nt
esBAF inh	0	-3	nt	nt	6	-17	nt	nt	nt	3	nt
ARNT TACC3 PPI	1	-2	-8	3	4	2	-12	6	0	-9	-9
SIRT5 block	1	0	-3	2	nt	nt	-4	0	-4	nt	nt
C2C12 statin	-4	-22	nt	nt	3	-90	nt	nt	nt	-17	nt
Cneo AK release	-5	-1	nt	nt	1	4	1	nt	nt	-2	0

# Screening results from PubChem BioAssay.
